# CHX counter – Cycloheximide Counterscreen for Small Molecule Inhibitors of Shiga Toxin; hit rate 12% among 300,000; max response, %; AID 2314, 2010; cell reporter, cycloheximide protein synthesis inhibition counterscreen; in the data active = max response mostly above about 13%, no sharp cut-off; inactive = mostly below about 14%; note: read at 38.3 µM for the half of the compounds with a filed dose; 0% is about no effect
# AmpC no deterg – qHTS Inhibitors of AmpC Beta-Lactamase (assay without detergent); P00811; AmpC nitrocefin hydrolysis, absorbance 480 nm, 0.0001% Triton; Potency, µM (top dose mostly 57.1 µM), inactives show at the highest dose activity change, negative = inhibition, actives largely listed as inhibitors; hit rate 0.52% among 330,000;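 note: potency is the fitted concentration of half-maximal effect; plate controls were no compound for no effect and no enzyme for full effect; nearly all actives have a fitted effect of over 20% in size; some results filed as inactive show a strong effect at the top dose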
# Target sequence (P00811 whole entry, looked up): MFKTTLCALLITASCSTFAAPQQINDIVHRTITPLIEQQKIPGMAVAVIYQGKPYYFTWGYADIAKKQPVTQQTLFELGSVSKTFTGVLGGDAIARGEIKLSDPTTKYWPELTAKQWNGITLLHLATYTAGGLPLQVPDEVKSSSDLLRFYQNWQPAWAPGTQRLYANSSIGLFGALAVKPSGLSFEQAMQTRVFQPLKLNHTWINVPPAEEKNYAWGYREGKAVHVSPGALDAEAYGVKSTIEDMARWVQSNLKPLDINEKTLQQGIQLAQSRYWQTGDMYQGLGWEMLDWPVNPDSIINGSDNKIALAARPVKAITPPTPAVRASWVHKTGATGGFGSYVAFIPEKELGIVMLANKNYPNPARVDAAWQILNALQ
#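 20 mM phosphate pH 7.0 + 0.01% (detergent screen) or 0.0001% Triton X-100; 5.3 nM AmpC reagent; cpd preinc 15 min RT; nitrocefin (800 uM stock) to start; A480 q20 s × 4 min; Activity was normalised to no-enzyme and no-compound control wells.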
# Giardia FBPA inh – qHTS Assay for Inhibitors of Fructose-1,6-bisphosphate Aldolase from Giardia Lamblia; AID 2451, 2010; A8B2U2; purified Giardia FBPA; Potency, µM (doses to about 59.6 µM), inactives show top-dose activity, negative = inhibition, actives largely listed as inhibitors; hit rate 0.71% among 290,000; note: potency is the fitted concentration of half-maximal effect; % is set by controls: 0 for no effect and ±100 for the full control effect; nearly all actives have a fitted effect of over 55% in size
# Target sequence (A8B2U2 whole entry, looked up): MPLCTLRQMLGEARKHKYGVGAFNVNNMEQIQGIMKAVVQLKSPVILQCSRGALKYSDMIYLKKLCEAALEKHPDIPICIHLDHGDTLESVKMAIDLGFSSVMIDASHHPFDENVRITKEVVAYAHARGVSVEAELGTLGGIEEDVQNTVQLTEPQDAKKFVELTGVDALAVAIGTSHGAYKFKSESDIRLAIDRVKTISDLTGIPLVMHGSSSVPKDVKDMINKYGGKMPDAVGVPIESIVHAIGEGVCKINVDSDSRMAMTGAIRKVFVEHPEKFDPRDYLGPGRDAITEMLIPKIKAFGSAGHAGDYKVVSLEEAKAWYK
#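 Giardia FBPA (40 nM reagent) was preincubated 10 min at RT with compound (up to 57.5 uM final), then substrate plus GAPDH/TPI/NAD/arsenate coupling system with diaphorase/resazurin was added; resorufin fluorescence (525/598 nm) was read after 20 min.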
# HCMV inh – qHTS Assay for inhibitors of the human cytomegalovirus (HCMV); HFF cells, HCMV-luciferase reporter, 72 h; active compounds read low; activity change, negative = inhibition, % at 57.5 µM; hit rate 4.5% among 410,000; AID 1259415, 2018; in the data active = activity change below about -60%; inconclusive = no clear call, values can overlap the other calls; inactive = above about -39%; note: % is set by controls: 0 for no effect and ±100 for the full control effect
#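 Luciferase read-out from HCMV-luciferase-infected HFFs (MOI 1 PFU/cell) 72 h post infection at 37C; compounds added after 16 h cell attachment; activity normalized between buffer-only basal and Salinomycin (10uM) inhibitor controls.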
# Shiga inhibitor – A qHTS for Small Molecule Inhibitors of Shiga Toxin; hit rate 9.2% among 290,000; inhibition, % at 38.7 µM; Vero cells, Shiga toxin protein synthesis inhibition reporter; in the data active = inhibition mostly above about 28%, no sharp cut-off; inactive = mostly below about 43%; note: 0% is about no effect
# AMA1 RON2 block – qHTS for Inhibitors of AMA1-RON; Towards Development of Antimalarial Drug Lead: Primary Screen. Plasmodium falciparum AMA1 (3D7) - RON2 peptide interaction. AlphaScreen AMA1-biotinylated RON2 peptide binding. Potency, µM (doses to about 58.2 µM), without a hit: top-dose activity change, negative = inhibition, actives largely listed as inhibitors. hit rate 0.2% among 360,000. AID 720542, 2013;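 note: potency is the fitted concentration of half-maximal effect; 0% = vehicle wells and -100% = peptide control; nearly all actives have a fitted effect of over 45% in size; some results filed as inactive show a strong effect at the top dose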
#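 AMA1 (3D7) with his tag at 25 nM final met compounds first, then biotinylated RON2 peptide at 25 nM; detection used donor plus acceptor beads, 10 µg/mL apiece, read by AlphaScreen after 30 min at room temperature.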
# AmpC inh detg – qHTS Inhibitors of AmpC Beta-Lactamase (assay with detergent). P00811. AmpC hydrolysis of nitrocefin, absorbance 480 nm, 0.01% Triton. Potency, µM (highest dose often 114 µM), without a hit: at the top dose activity change, negative = inhibition, actives largely listed as inhibitors. hit rate 0.041% among 370,000;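 note: potency is the fitted concentration of half-maximal effect; 0% = no-compound wells and -100% = no-enzyme wells; nearly all actives have a fitted effect of over 25% in size; some results filed as inactive show a strong effect at the top dose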
#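 AmpC (5.3 nM in the dispensed reagent) in 20 mM phosphate pH 7.0 with 0.01% (detergent screen) or 0.0001% Triton X-100 was preincubated with compounds for 15 min at room temperature. Nitrocefin was then added from an 800 uM solution, and hydrolysis was followed at 480 nm.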
# * = called active by the depositor; ? = inconclusive; . = no result given; & = joins results of further samples; [ ] = remark or other dose. Unless noted, calls come from the whole dose curve; as a rule, active = well fitted curve in the direction sought with a large enough effect; inconclusive = small, poorly fitted or top-dose-only effect, or another doubt; inactive = no such curve, though single readings can be large; an effect the other way counts as inactive or inconclusive.
# The line under a structure holds: CHX counter	AmpC no deterg	Giardia FBPA inh	HCMV inh	Shiga inhibitor	AMA1 RON2 block	AmpC inh detg
O=C(c1cc(C(=O)N2CCCC2)cc([N+](=O)[O-])c1)N1CCCC1
    6.4	-1.5%	9.4%	24.0	-2.4	9.8%	-2.5%
N#Cc1cccc(S(=O)(=O)NCc2nnc3ccccn23)c1
    .	-6.4%	.	-16.0	.	9.8%	?
CCSc1ccccc1C(=O)NCCCn1ccnc1
    3.8	-11.7%	-12.6%	7.6	0.5	5.3%	1.2%
Cc1ccccc1Nc1ncccc1C(=O)N1CCOCC1
    -3.3	-10.9%	2.2%	12.8	-11.9	-1.0%	-9.7%
CCOC(=O)C(C)Sc1nc(-c2cccs2)ccc1C#N (stereo not given)
    25.3*	-22.9%	-27.2%	46.6	104.1	52.0%[activator]	6.9%
COc1ccc(C(CC(=O)Nc2ccccn2)N2Cc3ccccc3C2=O)cc1 (stereo not given)
    30.3*	-13.1%	0.3%	-12.2	88.0*	-0.1%	2.7%
O=S(=O)(NC1c2cccc3cccc(c23)C1N1CCN(CCO)CC1)c1ccccc1 (stereo not given)
    -5.5	66.7%[activator]	19.1%	?	-13.5	-8.4%	-10.5%
O/N=C/c1ccc2ccccc2n1
    49.6*	-9.8%	0.3%	96.7	106.5*	19.9%	-9.3%
CCCN(C(=O)c1cc(Cl)nc2ccccc12)c1c(N)n(Cc2ccccc2)c(=O)[nH]c1=O
    .	-25.6%	.	1.1	.	23.4%	-7.8%
CCNC(=O)COC(=O)c1cc(=O)[nH]c2ccccc12
    -2.1	-9.1%	-0.1%	25.2	4.7	-5.6%	-9.4%
O=C(c1nc2ccc(Cl)cn2c1CNCC[C@@H]1C[C@@H]2C=C[C@H]1C2)N1CCCCCCC1
    -2.5	47.4%	1.3%	104.6	-4.4	-23.9%	-0.4%
CCOC(=O)N1CCC(Nc2cc(C)nc3c(-c4ccccc4OC)c(C)nn23)CC1
    -1.9	28.2µM*	1.3%	?	-4.0	0.0%	-12.8%
COc1ccc(C2=NN(C(=O)CSc3ncccn3)C(c3ccc(OC)cc3)C2)cc1 (stereo not given)
    10.8	72.5%[activator]	1.8%	-26.4	12.2	-15.2%	-2.0%
O=C(Cc1ccccc1)N1CCC2(CC1)NCCc1[nH]cnc12
    17.4	-10.8%	?	12.0	-5.1	-6.0%	2.7%
Cc1cc(=O)oc2cc(OCC(=O)NCC3CCC(C(=O)O)CC3)ccc12 (stereo not given)
    -0.7	-25.5%	3.8%	-30.2	-6.8	49.5%[activator]	?
CCOC(=O)C(C(=O)OCC)c1c([N+](=O)[O-])c(=O)n2c3c(cccc13)CCC2
    -4.3	-17.2%	8.4%	-26.4	-3.2	-5.6%	-6.0%
O=C(c1ccc2c(c1)OCO2)N1CCN=C1SCc1ccccc1
    8.3	-5.0%	2.1%	-0.4	5.7	18.1%	-3.9%
O=C(CCN1C(=O)c2ccccc2C1=O)Nc1cccc(F)c1
    -3.5	-9.9%	0.7%	4.4	-3.8	11.1%	?
CCOC(=O)CSC1=C(C#N)C(c2ccccc2OCC)C(C(=O)OCC)C(=O)N1 (stereo not given)
    -4.7	3.5%	2.2%	65.2	17.2	-11.2%	?
C=CCOc1ccc(CNc2nccs2)cc1OCC
    10.1	-41.9%	-0.2%	-63.6*	18.0	-4.5%	-0.5%
CC1(C)CC(OC(=O)c2ccccc2)CC(C)(C)N1
    -2.6	-6.5%	1.3%	-9.3	-6.7	-0.9%	3.5%
C/C(=N/NC(=O)CNC(=O)COc1ccccc1)c1ccco1
    0.8	-13.3%	-0.3%	-63.4*	-1.1	6.0%	-3.5%
C[C@]12CC[C@H](O)C[C@H]1CC[C@@H]1[C@@H]2CC[C@]2(C)C(=O)CC[C@@H]12
    .	-3.4%	.	27.7	.	-0.4%	.
COc1ccc(-c2nc(C)ncc2-c2csc(C)n2)c(O)c1
    -2.1	-5.5%	1.2%	24.5	-20.9	-8.9%	3.2%
CC1CCc2c(sc(NC(=O)CSc3nc4c(c(C(F)(F)F)n3)CCc3ccccc3-4)c2C(N)=O)C1 (stereo not given)
    -4.9	-59.1%	2.7%	-35.5	-10.7	-6.4%[11.6 µM]	-11.8%
COc1ccc(CNC(=O)c2cnc(C)cn2)c(OC)c1
    10.5	3.5%	-0.8%	7.4	38.4	-8.9%	1.4%
O=C(CCn1c(=O)oc2ccc(Cl)cc21)N1CCN(c2ccccc2)CC1
    0.2	41.4%	-4.6%	-12.5	13.9	0.0%	?
O=C1CCN(Cc2ccccc2)C=C1c1cccc(O)c1
    .	-12.9%	.	-19.0	.	-11.9%	.
O=C(c1ccc(Cl)cc1)C(CN1CCCC1)c1ccccc1 (stereo not given)
    -9.1	23.7%	?	-101.0*	2.7	4.5%	-10.6%
COc1ccc(-c2nc(SCC(=O)Nc3cccc(S(N)(=O)=O)c3)n[nH]2)cc1
    .	-29.0%	.	-14.8	.	-6.9%	-18.8%

# The last 3 records of the part above come first, to join the parts:
# The line under a structure holds: CHX counter	AmpC no deterg	Giardia FBPA inh	HCMV inh	Shiga inhibitor	AMA1 RON2 block	AmpC inh detg
O=C1CCN(Cc2ccccc2)C=C1c1cccc(O)c1
    .	-12.9%	.	-19.0	.	-11.9%	.
O=C(c1ccc(Cl)cc1)C(CN1CCCC1)c1ccccc1 (stereo not given)
    -9.1	23.7%	?	-101.0*	2.7	4.5%	-10.6%
COc1ccc(-c2nc(SCC(=O)Nc3cccc(S(N)(=O)=O)c3)n[nH]2)cc1
    .	-29.0%	.	-14.8	.	-6.9%	-18.8%
COc1ccc(C(=O)Nc2cc(C)on2)cc1[N+](=O)[O-]
    5.6	-7.2%	5.6%	14.1	-7.1	5.5%	-5.6%
Cc1ccn2c(NC(=O)c3ccccc3)c(-c3ccccc3)nc2c1
    1.5	-22.1%	6.3%	31.1	18.0	12.0%	-8.3%
O=C(NCc1ccc2c(c1)OCO2)c1cnc2ccccn2c1=O
    -0.8	-1.1%	5.9%	30.3	-14.0	-5.6%	1.3%
Cc1ccc(NC2c3ccccc3C(=O)N2c2cccnc2)cc1 (stereo not given)
    1.2	0.5%	4.2%	-5.7	1.3	0.0%	4.4%
CC(=O)c1cccc(NC(=O)Cn2cnc(S(=O)(=O)N3CCCC3)c2)c1
    -4.0	-17.6%	-1.3%	-34.7	17.1	5.2%	-10.3%
CCOC(=O)COc1ccsc1C(=O)OC
    -3.2	-27.8%	1.0%	-8.5	-9.7	6.4%	-1.1%
O=C(O)CC(C(=O)OC1CCCCC1)N1CCOCC1 (stereo not given)
    -2.2	-17.6%	-5.6%	14.3	-9.0	-7.6%	-12.4%
COC(=O)c1cc2c(cc1N)OCCO2
    25.4*	-12.3%	?	-5.1	25.8	-7.8%	3.9%
COc1cccc(C(=O)C2CCCN(C(=O)c3ccccn3)C2)c1 (stereo not given)
    -4.2	-6.0%	2.3%	3.8	-8.7	-0.6%	-6.6%
O=C(CCN1C(=O)/C(=C\C=C\c2ccccc2)SC1=S)Nc1ccc(C(=O)O)cc1
    14.9*	-30.4%	.	15.9	29.0	-17.6%	-2.1%
O=C(Nc1ccccc1C(=O)NC1CC1)c1ccccc1F
    .	-22.0%	.	-0.2	.	0.9%	.
O=C(NC(=S)Nc1nc(-c2cccc([N+](=O)[O-])c2)cs1)c1cc(Cl)ccc1Cl
    -1.0	-38.1%	-27.2%	1.7	2.2	5.0%	-4.4%
CCOC(=O)C(NC(=O)c1ccccc1)(N1CCOCC1)C(F)(F)F (stereo not given)
    -6.2	-18.4%	1.7%	57.4	-16.0	0.4%	-10.1%
Cn1c(C(=O)O)cc2cc(Oc3ccccc3)ccc21
    -0.8	-14.1%	10.8%	32.3	6.8	2.5%	-3.5%
CCOc1ccc(N2C(=O)C(Cl)=C(N3CCOCC3)C2=O)cc1
    -4.7	-7.7%	-0.5%	-15.8	.	-4.2%	-1.2%
N/C(=N\OC(=O)c1ccccc1Cl)c1ccc(Cl)cc1
    48.7*	-3.6%	-15.6%	234.1	62.9*	33.0%[activator]	?
Cc1ccc(Nc2nc(N)nc(CN3CCN(C(=O)c4ccco4)CC3)n2)cc1Cl
    10.8	59.5%	-12.3%	-3.8	51.1	15.5%	-1.9%
C=CCn1c(O)c(C(C)=NCCCO)c(=O)[nH]c1=O
    -1.9	-9.6%	-1.0%	29.9	-3.3	-0.9%	0.1%
C=CCc1cc(/C=C2/NC(=O)N(CC(=O)OC)C2=O)cc(OC)c1O
    -4.0	-14.2%	-2.8%	8.7	-16.8	3.8%	-2.9%
CC(C)(C)n1nnnc1C(c1ccc(C(F)(F)F)cc1)N(Cc1ccccc1)Cc1ccco1 (stereo not given)
    -3.4	-21.7%	-4.5%	-81.6*	-7.6	3.2%	5.3%
CN1C(=O)C(CC(=O)Nc2ccc(F)cc2)N(Cc2ccco2)C1=S (stereo not given)
    -2.2	-1.6%	-3.2%	-32.0	6.1	5.2%	-4.1%
COC(=O)C(CSCc1ccccc1)NC(=O)CSc1nc(C)cc(=O)[nH]1 (stereo not given)
    2.2	0.3%	0.8%	-0.4	-13.4	-1.0%	6.0%
CC(=O)c1ccc(N2CCN(S(=O)(=O)c3cccc(S(=O)(=O)N4CCOCC4)c3)CC2)cc1
    -5.3	7.1%	-4.2%	-16.7	-20.2	13.5%	?
CCN(CC)CCNC(=O)c1ccc(NC(=O)c2cccc(S(=O)(=O)N3CCc4ccccc43)c2)cc1
    .	164.8%[activator]	.	?	.	-19.7%	-7.9%
COC(=O)[C@H]1C[C@@H]1[C@H](NS(=O)(=O)c1ccc2ccccc2c1)c1ccccc1
    -2.5	-22.6%	-0.8%&-2.7%	?	-17.0	-1.1%	?
Cc1ccc(S(=O)(=O)N(C)C)cc1NC(=S)N1CCc2ccccc21
    -2.3	-27.8%	-21.7%	10.0	-10.5	0.0%	4.4%
Nc1cc([N+](=O)[O-])ccc1Nc1ccc(O)cc1
    2.4	31.6µM*	-16.8%	?	17.4	-24.3%	1.1%
CCOc1ccc(N(CC(=O)Nc2ccccc2C)S(=O)(=O)c2c(C)[nH]c(=O)[nH]c2=O)cc1
    -4.4	-29.3%	4.5%	2.9	8.0	1.0%	-0.2%
